RBX1-CUL1 inh: human ROC1-CUL1 E3 ligase inhibition | P62877+Q13616 | in vitro K48 di-Ub FRET, acceptor:donor ratio, 45 min | inhibition, % at 10 µM | 140,000 compounds, 0.6% hits | AID 1347404; in the data active = inhibition above about 25%
Target sequence (P62877 whole entry, looked up): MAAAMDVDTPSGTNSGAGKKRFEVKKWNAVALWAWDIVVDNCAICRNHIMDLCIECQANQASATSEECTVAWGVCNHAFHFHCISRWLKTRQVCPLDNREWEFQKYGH
Target sequence (Q13616 whole entry, looked up): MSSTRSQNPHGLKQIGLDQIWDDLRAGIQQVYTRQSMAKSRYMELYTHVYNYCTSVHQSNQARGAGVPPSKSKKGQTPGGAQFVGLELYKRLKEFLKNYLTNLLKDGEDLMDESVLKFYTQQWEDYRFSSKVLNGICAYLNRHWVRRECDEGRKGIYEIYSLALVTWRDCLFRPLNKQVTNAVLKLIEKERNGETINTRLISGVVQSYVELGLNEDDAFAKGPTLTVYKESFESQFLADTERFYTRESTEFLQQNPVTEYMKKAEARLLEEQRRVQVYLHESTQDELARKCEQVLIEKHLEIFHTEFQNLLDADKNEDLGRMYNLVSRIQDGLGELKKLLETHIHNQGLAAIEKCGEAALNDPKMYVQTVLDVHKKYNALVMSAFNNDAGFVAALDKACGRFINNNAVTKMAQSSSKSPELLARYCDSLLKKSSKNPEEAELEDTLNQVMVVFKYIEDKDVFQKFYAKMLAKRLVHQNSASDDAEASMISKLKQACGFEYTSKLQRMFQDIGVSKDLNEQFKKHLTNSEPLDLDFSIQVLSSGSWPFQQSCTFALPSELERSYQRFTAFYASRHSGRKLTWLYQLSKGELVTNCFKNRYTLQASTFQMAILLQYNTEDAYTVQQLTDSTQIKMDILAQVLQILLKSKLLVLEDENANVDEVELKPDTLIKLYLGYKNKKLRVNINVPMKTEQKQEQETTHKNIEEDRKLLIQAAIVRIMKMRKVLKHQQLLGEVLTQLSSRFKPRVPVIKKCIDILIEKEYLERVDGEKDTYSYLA
* hit, by the source's call. Not all compounds are listed; rates above refer to the full screens.

#	canonical_smiles	RBX1-CUL1 inh
1	CC(Cc1ccccc1)NC(=O)c1ccc(Cn2cc(Cl)cn2)o1 (stereo not given)	-9.5
2	CCc1ccccc1NC(=O)CC(C)n1nc(C)cc1C (stereo not given)	-0.9
3	COc1ccc(-c2nc(N)sc2CCC(=O)N/N=C(\C)c2ccc(C3CCCCC3)cc2)cc1	-5.6
4	N#Cc1c(-c2ccccc2)cc(-c2ccccc2)nc1SCC(O)CS(=O)(=O)Cc1ccc(Cl)cc1 (stereo not given)	0.2
5	O=C(Nc1ccc(Cl)cc1)NN1C(=O)c2ccccc2C1=O	-3.3
6	C=CCNC(=O)c1c(NC(=O)c2cccs2)sc2c1CCCC2	1.6
7	Clc1ccc2c(c1)C(N1CCN(C3Cc4ccccc4Sc4ccc(Cl)cc43)CC1)Cc1ccccc1S2 (stereo not given)	3.6
8	Cc1ccc(CNC(=O)c2sc3nc(-c4ccccc4)cn3c2C)cc1	2.8
9	CC(=O)c1ccc(-n2cnc3c(sc4nc5ccccc5cc43)c2=O)cc1	-8.7
10	COc1cc(Cl)c(C)cc1NC(=O)c1cc2c(s1)-c1c(C)cccc1OC2	-2.6
11	Cc1c(CCOC(=O)c2ccccc2)sc[n+]1CC(=O)c1ccccc1	10.3
12	Cc1oc(-c2cccs2)nc1CN1CC[C@@H](N2CCN(C)CC2)[C@H](O)C1	0.1
13	CCN1CCN(c2c(S(=O)(=O)c3ccc(C)c(C)c3)cnc3cc(OC)c(OC)cc23)CC1	3.9
14	CCCOc1ccc(N2C(=O)CC(SC(=NC)Nc3ccc(C(=O)OC)cc3)C2=O)cc1 (stereo not given)	6.6
15	O=C(COc1ccc(Cl)cc1)Nc1ccc(-c2nc3cc(Cl)ccc3o2)c(O)c1	6.6
16	OC(c1ccccc1)c1nnc(SCc2cccc(F)c2)n1-c1ccccc1 (stereo not given)	6.9
17	CCCS(=O)(=O)NCc1cccnc1Oc1ccccc1C	3.7
18	COc1ccc2c(c1)c(=O)c(S(=O)(=O)c1ccc(C)c(C)c1)cn2CC(=O)Nc1ccccc1	-1.0
19	COc1coc(C(O)C(C)[N+](=O)[O-])cc1=O (stereo not given)	5.6
20	COc1ccc(OC)c(/C=C2\CC(C)C/C(=C\c3cc(OC)ccc3OC)C2=O)c1 (stereo not given)	0.4
21	O=C(Cc1cccs1)N1CCc2ccccc21	6.1
22	COCc1nnc(NC(=O)COc2ccc(Cl)c(C)c2)s1	2.3
23	Cc1ccc(-n2c(SCCC(C)C)nc3sc4c(c3c2=O)CC(C)(C)OC4)cc1	-2.7
24	Cc1cccc(N2CC(C)Cn3c2nc2c3c(=O)n(CC(=O)O)c(=O)n2C)c1 (stereo not given)	0.3
25	COc1cc(NC(=O)CN2C(=O)C(c3ccc(C)cc3)=NC23CCCCCC3)cc(OC)c1	0.7
26	CCOc1cc(C2C(C(=O)Nc3ccc(OC)cc3)C(C)=Nc3nc(SC)nn32)ccc1O (stereo not given)	-4.7
27	C=Cc1ccc(Cn2c(C)c(CNCCc3ccc(OCC)cc3)c(C(=O)O)c2C)cc1	11.4
28	O=[N+]([O-])c1ccc(Sc2cc(-c3ccccc3)s[s+]2)cc1	-0.5
29	C/C(Cl)=C\CSc1nc2c(c(=O)[nH]c(=O)n2C)n1Cc1ccccc1	4.6
30	Cc1ccc(C)c(NC(=S)NCCc2ccc(F)cc2)c1	3.2
31	Cc1ccc(N2C(=O)C(NC(=O)c3ccccc3)(C(F)(F)F)C3=C2CC(C)(C)CC3=O)cc1 (stereo not given)	-12.8
32	COc1cc(C=O)ccc1OCc1ccccc1COc1ccc(/C=C2/SC(=S)NC2=O)cc1OC	23.2
33	Cc1ccc(-n2cnc3ncnc(-c4ccccc4)c32)cc1	2.6
34	NC(N)=NCCCC(NC(=S)NC1CCCCC1)C(=O)O (stereo not given)	-1.3
35	Cc1ccc(CN2CCC(CN(C)CC(C)(C)C)CC2)o1	2.3
36	CC(Cc1ccccc1)Nc1ncnc2c1sc1nc3c(cc12)COC(C)(C)C3 (stereo not given)	12.6
37	CCc1ccccc1OCCSc1nnc(-c2cc(OC)c(OC)c(OC)c2)o1	-3.3
38	COc1ccc(Oc2c(C(F)(F)F)oc3cc(OC(=O)c4ccc(C)cc4)ccc3c2=O)cc1	2.7
39	CCCCCC(=O)Nc1ccc(NC(=O)c2cc3ccccc3o2)c(OC)c1	0.5
40	COc1ccccc1OC(CCN1CCN(Cc2ccccc2)CC1)c1ccccc1 (stereo not given)	0.9
41	O=C1C2=C(CCCC2)c2nc(=O)c3ccccc3n21	3.1
42	Cc1cc(-c2[nH]nc3c2C(c2ccccc2Cl)C(C#N)C(=N)O3)c(C)s1 (stereo not given)	2.2
43	Cc1ccccc1OC(=O)c1ccc(Br)cc1	-1.4
44	COc1ccc(Cl)cc1NC(=O)CN1Cc2ccccc2C1=O	-2.6
45	N#CC1C(=N)N=C(SC2CCCCC2=O)C(C#N)C12CCCCC2 (stereo not given)	1.6
46	COc1ccc(-c2cc(C(F)(F)F)nc(SCC(=O)NCCc3ccccc3)n2)cc1OC	0.2
47	Cc1ccccc1CCN1CCCC(CN(C)C(=O)c2ccncc2)C1 (stereo not given)	-0.9
48	COc1cccc(NS(=O)(=O)c2ccc3c(c2)C(=O)C(C(=O)N2CCCC2)C=N3)c1 (stereo not given)	-0.4
49	COCCn1c(CCc2ccccc2)nnc1SCC(=O)c1ccc(Cl)cc1	2.2
50	O=C(c1ccccc1)N1CCN(CCc2ccncc2)CC1	1.9

Among those listed so far, these have a COOH group.
#	canonical_smiles	RBX1-CUL1 inh
24	Cc1cccc(N2CC(C)Cn3c2nc2c3c(=O)n(CC(=O)O)c(=O)n2C)c1 (stereo not given)	0.3
27	C=Cc1ccc(Cn2c(C)c(CNCCc3ccc(OCC)cc3)c(C(=O)O)c2C)cc1	11.4
34	NC(N)=NCCCC(NC(=S)NC1CCCCC1)C(=O)O (stereo not given)	-1.3

Next results.
#	canonical_smiles	RBX1-CUL1 inh
51	COc1cc(OC)c(NC(=O)CN2C(=O)CCn3nc(-c4cccn4C)cc32)cc1Cl	5.6
52	CCOc1ccc(-c2nnc(SCC(=O)Nc3cccc(C#N)c3)o2)cc1	-1.3
53	Cc1ccsc1/C=N/NC(=O)c1csc2c1CCC(C(C)(C)C)C2 (stereo not given)	1.7
54	CC(C)(C)c1ccc(C(=O)Nc2ccc3ccccc3c2[N+](=O)[O-])cc1	0.5
55	Cc1ccc(S(=O)(=O)N(c2ccccc2)C2CCCCC2)cc1	0.8
56	COc1cc(OC)c(NC(=O)N2CC=C(c3c[nH]c4ccccc34)CC2)cc1Cl	-1.6
57	O=C(c1ccco1)n1nc(-c2ccccc2)nc1NCc1ccc(F)cc1	5.1
58	Cn1c(=O)c2c(ncn2CC(=O)Nc2cccc(C(F)(F)F)c2)n(C)c1=O	7.2
59	O=C1CNC(=O)/C1=C\N1CCN(C(c2ccccc2)c2ccccc2)CC1	2.1
60	O=C(Nc1ccc(OC(F)(F)F)cc1)c1cc2nc(-c3cccs3)cc(C(F)(F)Cl)n2n1	-1.6
61	Cc1cc(NC(=O)c2ccc(Cl)c(Cl)c2)ccc1-c1cc2ccccc2oc1=O	-3.5
62	CCn1ncc(/C=C/C(=O)Nc2cc(Cl)c(Cl)cc2Cl)c1C	-1.1
63	COc1ccccc1-c1nc(CN(C)C(C)c2cccs2)c(C)o1 (stereo not given)	3.8
64	CCN(CC)c1ccc(/C=C2/C(=N)N3N=C(c4ccccc4Cl)SC3=NC2=O)cc1	16.3
65	CCc1ccc(CNC(=O)c2cc3cc(S(=O)(=O)N4CCCCC4)ccc3n2C)cc1	2.6
66	Cc1ccc(C=Nc2ccc(-c3nc4ccc(C)cc4s3)cc2)cc1	-4.7
67	COc1cc(N2C(=O)CSC23C(=O)N(Cc2cccc(F)c2)c2ccccc23)cc(OC)c1OC (stereo not given)	0.9
68	CCN(CC)c1ncccc1CNCc1[nH]c2ccccc2c1C	5.0
69	COc1ccc(-n2nc(C(=O)c3ccccc3)cc(-c3nc4ccccc4[nH]3)c2=N)cc1	1.4
70	C=CC[C@@H]1CC=C[C@@H](C)N1C(=O)c1coc(COc2cccc(OC)c2)n1	-7.4
71	Cc1nc2ccn(Cc3cccnc3)c(=O)c2cc1C(=O)Nc1ccc(OC(F)(F)F)cc1	-12.2
72	COc1cccc(C(=O)c2cn(CC(=O)Nc3cccc(C(F)(F)F)c3)c3nc(C)ccc3c2=O)c1	9.4
73	C=CCOc1c(Br)cc(CNc2ccc(NC(=O)C(C)C)c(OC)c2)cc1OC	4.5
74	CS(=O)(=O)c1ccc2c(c1)SC(NC(=O)CCN1C(=O)c3ccccc3C1=O)N2 (stereo not given)	0.7
75	Cc1ccc(C(=O)C(OC(=O)c2ccccc2Br)c2ccccc2)cc1 (stereo not given)	5.5

Overlap with the part before: 2 entries, then new ones.
#	canonical_smiles	RBX1-CUL1 inh
74	CS(=O)(=O)c1ccc2c(c1)SC(NC(=O)CCN1C(=O)c3ccccc3C1=O)N2 (stereo not given)	0.7
75	Cc1ccc(C(=O)C(OC(=O)c2ccccc2Br)c2ccccc2)cc1 (stereo not given)	5.5
76	CCOc1ccc(Cl)cc1CSc1n[nH]c(CC)n1	-7.2
77	Cc1ccc(-n2nc(C(=O)O)c(/C=C/c3ccc(Cl)cc3Cl)c(C#N)c2=O)cc1C	9.2
78	COc1cccc(-c2nc3c(C#N)c[nH]n3c2NC2CCC(C)CC2)c1 (stereo not given)	7.0
79	COc1ccccc1-c1c(C)nn2c(N3CCN(c4cccc(Cl)c4)CC3)cc(C)nc12	1.8
80	O=C(Nc1onc2c1CCCC2)c1ccccc1	-3.5
81	CN(C)S(=O)(=O)N1CCC(C(=O)NC2CC3CCC2C3)CC1 (stereo not given)	-0.4
82	Cc1cc(C(=O)NC2CCCCCC2)ccc1NS(C)(=O)=O	1.2
83	CCOC(=O)c1c(C)oc2ncnc(NCCc3ccccc3)c12	3.6
84	CCCc1nn(C)c(C(=O)Nc2ccc(Cl)c(C(F)(F)F)c2)c1Cl	6.3
85	O=C(C1CC12CCC2)N1CCc2onc(-c3ccc4c(c3)OCO4)c2C1 (stereo not given)	5.5
86	Cc1cc(C)cc(Nc2nc3c(S(=O)(=O)c4cccc(Cl)c4)nnn3c3ccsc23)c1	-6.3
87	COc1ccc(-c2cc(C(=O)N=C3C(=O)N(c4ccccc4)N(C)C3C)no2)cc1 (stereo not given)	-4.6
88	Cc1cc(OCC(=O)Nc2nc(-c3ccccc3)cs2)ccc1C(C)C	2.1
89	Cc1cc(NC(=O)CN(C)S(=O)(=O)c2ccc3c(c2)CCC(=O)N3)ccc1Br	-1.7
90	CC(C)Oc1ccccc1-c1nnc(N)s1	4.3
91	CCOc1ccccc1NC(=O)n1ncc2cc(Cl)ccc21	-10.4
92	COc1ccc(CNC(=O)c2cnc(N(C)C)nc2)cc1	-6.6
93	COc1ccc(Cn2nnc3c(=O)[nH]c(C4CCN(C(=O)c5ccc(C)cc5)CC4)nc32)cc1OC	3.8
94	O=C(O)Cn1c(-c2cccs2)cc2cc(Cl)ccc21	-0.6
95	Cc1ccc(CNC(=O)c2cccc(-n3cnc4cccnc43)c2)cc1	-6.1
96	CCC1CN(C(=O)CCC(=O)c2ccc(F)cc2)Cc2ccc(Cl)cc2O1 (stereo not given)	2.0
97	Cc1cc(N2CCCCC2)nc2ccc(NC(=O)c3cccc(F)c3)cc12	11.1
98	COC(=O)c1ccc(C(=O)OC)c(NC(=O)CN(C)C)c1	50.8*
99	Cc1ccc(NC(=O)c2sc3nc[nH]c(=O)c3c2C)cc1C	-2.6
100	CSc1nc(O)cc(=O)n1C1CCCCC1	-3.3
101	O=S(=O)(c1ccc(Oc2ccc(Cl)cc2)c(S(=O)(=O)N2CCOCC2)c1)N1CCOCC1	9.2
102	Cc1ccc(C(=O)C(OC(=O)c2ccncc2)c2ccccc2)cc1 (stereo not given)	0.4
103	O=C(NC1CCCC1)N1CCN(c2ccccn2)CC1	10.3
104	Fc1ccc(-c2cn3cc(Cc4ccccc4)sc3n2)cc1	-15.8
105	CCOCCCNC(=O)CCCOc1ccc(Cl)cc1Cl	12.9
106	O=C1NC(=O)C(=Cc2cc(Br)cc([N+](=O)[O-])c2O)C(=O)N1	-6.1
107	CCOC(=O)N1CCN(C(=O)C2CCCN(S(=O)(=O)CC)C2)CC1 (stereo not given)	1.8
108	Cc1ccc(CNc2nncc(-c3cccc4ccccc34)n2)o1	-3.6
109	COc1ccc2cc(CN(Cc3ccco3)C(=O)CCn3ccc(C)n3)c(N3CCCCCC3)nc2c1	5.0
110	O=S(=O)(Cc1cccc(Cl)c1)c1ccccc1	-1.0
111	CCOC(=O)C1CCN(Cc2cccc(OCC(O)CN3CCN(CC)CC3)c2)CC1 (stereo not given)	12.0
112	Clc1nc(-c2ccc(Br)cc2)nc2ccccc12	-0.1
113	O=C(Nc1cccc(Oc2ccc(C(=O)O)c(C(=O)O)c2)c1)c1ccc(F)cc1	-6.4
114	COc1cccc(CNC(=O)c2ccc(-c3nc(COc4ccccc4)c(C)o3)cc2)c1	5.0
115	Cc1ccc2nc(NC(=O)CSc3nccn3Cc3ccc(F)cc3)sc2c1	3.5
116	CCCn1c(-c2ccc(S(=O)(=O)N3CCOCC3)cc2)csc1=Nc1ccc(OCC)cc1	-6.1
117	Cc1ccc(-n2nnnc2-c2cn[nH]c2-c2ccc(C(F)(F)F)cc2)cc1	1.8
118	CCC(=O)Nc1ccc(/C=C/C(=O)c2ccc(Br)cc2)cc1	-2.4
119	COc1cccc2c1cc1c(=O)n(CC(=O)N3CCN(c4ccc(Cl)cc4)CC3)nc(C)n12	-4.0
120	CCN(CC)c1ccc(-n2c(O)c(C=C3N=c4ccccc4=N3)sc2=S)cc1	0.2
121	COC(=O)C(O)(CC(=O)c1ccc(OC)cc1)C(F)(F)F (stereo not given)	-11.2
122	O=C(Nc1cccc(Cl)c1)Nc1c(-c2ccccc2)nc2ccccn12	-6.9
123	CCc1c(-c2ccccc2)n(-c2ccccc2)c2ccccc12	-5.9
124	CCOc1ccc(-n2nnc(C(=O)Nc3c(C)cccc3CC)c2C)cc1	11.1
125	COc1cccc(Cn2c(SCc3ccc(C(=O)N4CCC(C)CC4)cc3)nc3ccncc32)c1	1.6
126	Cc1cccc(N=C2N=C(SCC(=O)O)N(c3ccccc3)C23CCCCC3)c1	8.2
127	COc1ccccc1-c1ccnc2[nH]c(=O)[nH]c(=O)c12	6.1
128	CCSC1=NC2=NC3=C(C(=O)CCC3)C(c3ccc(O)c(OC)c3)C2C(=O)N1 (stereo not given)	4.9
